Assay outcomes as filed in PubChem BioAssay.
ST2 IL33 inh = inhibitors of human ST2 (IL1RL1) binding to IL-33, primary screen, biochemical, AlphaLISA; AlphaLISA ST2-Fc/biotin-IL-33 interaction, 1 h; inhibition, % for hits at 17 µM; 78,000 compounds, 2.3% hits; AID 1259354, 2018; in the data active = inhibition above about 30%; inconclusive = mostly about 10% to 28%
Target sequence (Q01638 whole entry, looked up): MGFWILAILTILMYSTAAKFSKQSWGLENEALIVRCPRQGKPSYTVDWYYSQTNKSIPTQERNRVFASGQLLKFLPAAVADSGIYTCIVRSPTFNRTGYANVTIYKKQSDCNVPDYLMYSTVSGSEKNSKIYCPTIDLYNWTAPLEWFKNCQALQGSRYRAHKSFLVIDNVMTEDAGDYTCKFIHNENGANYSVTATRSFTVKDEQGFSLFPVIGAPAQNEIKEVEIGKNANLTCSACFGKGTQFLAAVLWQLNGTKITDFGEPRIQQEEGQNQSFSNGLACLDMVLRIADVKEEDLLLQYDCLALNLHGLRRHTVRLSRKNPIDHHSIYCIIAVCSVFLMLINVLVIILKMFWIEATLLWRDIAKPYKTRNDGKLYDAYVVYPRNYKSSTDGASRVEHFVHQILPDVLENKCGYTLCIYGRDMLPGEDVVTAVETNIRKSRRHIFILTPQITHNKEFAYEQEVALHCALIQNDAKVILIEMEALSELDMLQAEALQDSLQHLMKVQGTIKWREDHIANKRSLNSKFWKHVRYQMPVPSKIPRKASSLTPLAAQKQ
* = called active by the depositor; i = inactive; ? = inconclusive. Some of the compounds tested (hit frequency here may not be typical).

SMILES	ST2 IL33 inh
CC1(C)CC(=O)C2=C(C1)Nc1nc(SCc3ccccc3)[nH]c(=O)c1C2c1cccs1 (stereo not given)	i
CCn1cc(C(=O)NCCCN2CCOCC2)c2cc(OC)c(OC)cc2c1=O	i
O=C(Cc1cccc(F)c1)NCCn1c(-c2ccccc2)nc2cccnc21	?
CCNC(=O)c1cc2c(=O)n3ccccc3nc2n(C(C)CC)c1=N (stereo not given)	i
CC(C)NC(=O)c1ccnc(N2CCN(Cc3ccn(C(C)C)c3)CC2)c1	i
Cc1sc2ncnc(Nc3ccc(F)cc3)c2c1C	i
O=C(NCc1ccccn1)c1ccc2c(c1)ncn2C1CCCCC1	i
Cc1c(Cl)c([N+](=O)[O-])nn1CCCC(=O)Nc1ccc(Cl)cc1	i
CC(C)C1Oc2ccc(Cl)cc2C2CC(c3cccs3)=NN21 (stereo not given)	34%*
Cc1cnc(C)c(-c2cc(O)c3c(c2)CN(CCC2CCCN2C)CCO3)n1 (stereo not given)	i
c1cc2c(ccc3nonc32)nn1	i
O=C(c1ccccc1Oc1ccccc1)N1CC(c2cccnc2)C1	?

Reformatted field by field: two of the compounds above
O=C(NCc1ccccn1)c1ccc2c(c1)ncn2C1CCCCC1
  ST2 IL33 inh: i
Cc1c(Cl)c([N+](=O)[O-])nn1CCCC(=O)Nc1ccc(Cl)cc1
  ST2 IL33 inh: i

Going on with the list.
SMILES	ST2 IL33 inh
CC1=C(C(=O)OC(C)(C)C)C(c2cccs2)C(C#N)=C(N)O1 (stereo not given)	?
O=C(CCc1cn2ccccc2n1)N1CCOC(Cc2ccccc2)C1 (stereo not given)	i
O=[N+]([O-])c1ccc2nc(-c3ccccc3)[nH]c2c1	?
COc1ccc(CNC(=O)CSCc2ccc(C)cc2)cc1	?
C=CCNC(=O)CCCn1c(=O)[nH]c2ccsc2c1=O	i
Clc1ccccc1Cn1c(CSC2=NCCN2)nc2ccccc21	i
O=C(Cn1cnc2ccccc2c1=O)Nc1ccc(F)cc1F	i
C=CCNC(=O)N[C@H]1[C@H](O)[C@@H](N2CCCCC2)[C@@H]2OC[C@H]1O2	?
COCCOc1ccnc(-c2noc([C@@H]3CCCN3CC(C)(C)C)n2)c1	i
O=C1NN(c2cccc(Br)c2)C(=O)/C1=C\c1ccc(N2CCOCC2)cc1	?
Cc1noc(C)c1S(=O)(=O)N1CCC(C(=O)N2CCCCCC2)CC1	i
CC(Cn1cccn1)C(=O)NCc1cccnc1N(C)C (stereo not given)	i
COc1cccc(C2CCN(C(=O)c3cccc(NCC(=O)O)c3)C2)c1OC (stereo not given)	?
O=C(Nc1nnc(-c2ccccc2Cl)s1)c1ccccc1Cl	i
COc1ccc(S(=O)(=O)N2CCN(C)CC2)cc1Br	i
COC(=O)CN1C(=O)CC(C)(C)Sc2ccccc21	i
Cc1noc2nc3c(c(C(=O)N4CCC(N5CCCC5=O)CC4)c12)CCC3	i
CC[C@H]1CN(S(=O)(=O)c2ccc(OC)cc2)CC[C@H]1CC(=O)Nc1ccccc1	i
CCOC(=O)c1ccc(NC(=O)c2cnc3scc(C)n3c2=O)cc1	i
CCc1nc(SCC(=O)Nc2ccc(OC)cc2)c(C#N)cc1C	i
O=C(O)CC(c1ccccc1)N1C(=O)c2ccccc2C1=O (stereo not given)	i
CC1=C(C(N)=O)C(c2cccc(O)c2)n2nc(SCc3ccccc3)nc2N1 (stereo not given)	i
Cc1ccc2nc(-c3ccccn3)c(Nc3ccc(F)cc3)n2c1	i
C=C(C)CN(CC)C(=O)[C@@H]1C[C@H](NC(=O)C2CCCCC2)CN1C	?
Cc1cccc(NC(=O)C2CCCN2S(=O)(=O)c2cccc3nsnc23)c1C (stereo not given)	i
O=C1CCCC2=C1C(c1cccnc1)n1nc(SCc3ccccc3)nc1N2 (stereo not given)	i
COc1ccc(CN2CC[C@@H]3[C@H]2C(=O)NC[C@H](CCC(=O)Nc2ccccc2)N3C)cc1	i
Fc1ccc(-c2cc(C(F)(F)F)nc(N3CCCC3)n2)cc1	i
CN(Cc1ccsc1)C(=O)Cc1nc(-c2ccccc2)n[nH]1	?
Fc1ccc(CNc2ncnc3ccccc23)cc1	i
Cc1ccc(C2(O)CCN(C(=O)c3cc4sccc4[nH]3)CC2)nc1	i
N#CC1(C#N)C2CCCCC23OC(=N)C1(C#N)C(c1cccs1)O3 (stereo not given)	i
Cc1ccc(N(C(=O)c2cccs2)C2C=CS(=O)(=O)C2)cc1C (stereo not given)	i
COCCN(Cc1nccs1)Cc1cc2ccccc2[nH]c1=O	i
COc1ccccc1-c1ccnc(N[C@H]2CO[C@H]3[C@@H]2OC[C@@H]3NS(=O)(=O)c2cccs2)n1	i
CC1CCN(C(=O)CCNC2CCSC2)CC1 (stereo not given)	i
CCC(=O)N1CCc2cc(Br)cc(S(=O)(=O)NCCCN(C)C)c21	i
O=C(NCc1cccs1)C1CCN(c2ccc(-c3cccs3)nn2)CC1	i
O=C(CS(=O)(=O)c1cn(Cc2ccccc2Cl)c2ccccc12)Nc1nccs1	?
Cc1nnsc1CN(C)C(=O)CCc1c(C)nn(C)c1C	?
O=S(=O)(c1cccc2cccnc12)N1CCN(c2ccccc2Cl)CC1	i
O=C(CCC1CCCN(C(=O)CCc2cccs2)C1)NC1CC1 (stereo not given)	?
CCN1CCN(C(=O)C2CC(=O)N(c3ccc(F)c(Cl)c3)C2)CC1 (stereo not given)	i
O=C(NCCc1ccccc1)c1ccc2c(c1)N(Cc1ccccc1F)C(=O)CS2	i
CC1CCN(c2nc(-c3cccnc3)nc3ccccc23)CC1	i
Cc1ccccc1NCC(O)Cn1c(C)c(C)c2ccccc21 (stereo not given)	?
Cc1cc2ccccc2c(=O)n1CC(=O)NCC(=O)Nc1ccc2c(c1)OCO2	?
O=C(CN1C(=O)C(=O)c2ccccc21)NCCc1ccccc1	i

17 consecutive compounds from above, for reference:
SMILES	ST2 IL33 inh
CN(Cc1ccsc1)C(=O)Cc1nc(-c2ccccc2)n[nH]1	?
Fc1ccc(CNc2ncnc3ccccc23)cc1	i
Cc1ccc(C2(O)CCN(C(=O)c3cc4sccc4[nH]3)CC2)nc1	i
N#CC1(C#N)C2CCCCC23OC(=N)C1(C#N)C(c1cccs1)O3 (stereo not given)	i
Cc1ccc(N(C(=O)c2cccs2)C2C=CS(=O)(=O)C2)cc1C (stereo not given)	i
COCCN(Cc1nccs1)Cc1cc2ccccc2[nH]c1=O	i
COc1ccccc1-c1ccnc(N[C@H]2CO[C@H]3[C@@H]2OC[C@@H]3NS(=O)(=O)c2cccs2)n1	i
CC1CCN(C(=O)CCNC2CCSC2)CC1 (stereo not given)	i
CCC(=O)N1CCc2cc(Br)cc(S(=O)(=O)NCCCN(C)C)c21	i
O=C(NCc1cccs1)C1CCN(c2ccc(-c3cccs3)nn2)CC1	i
O=C(CS(=O)(=O)c1cn(Cc2ccccc2Cl)c2ccccc12)Nc1nccs1	?
Cc1nnsc1CN(C)C(=O)CCc1c(C)nn(C)c1C	?
O=S(=O)(c1cccc2cccnc12)N1CCN(c2ccccc2Cl)CC1	i
O=C(CCC1CCCN(C(=O)CCc2cccs2)C1)NC1CC1 (stereo not given)	?
CCN1CCN(C(=O)C2CC(=O)N(c3ccc(F)c(Cl)c3)C2)CC1 (stereo not given)	i
O=C(NCCc1ccccc1)c1ccc2c(c1)N(Cc1ccccc1F)C(=O)CS2	i
CC1CCN(c2nc(-c3cccnc3)nc3ccccc23)CC1	i

Further results follow:
SMILES	ST2 IL33 inh
CCOc1ccc(CNc2ccc3c(c2)ncn3C(C)(C)C)cc1	i
N#CC1=C(N)Oc2n[nH]c(-c3ccccc3)c2C1c1ccc(Br)s1 (stereo not given)	i
Cn1nc(-c2ccc(Cl)cc2)c2cc(C(=O)NCc3ccccn3)sc21	?
CCOc1ccnc(NCCN2CCCOC2=O)n1	i
CC1(C)OC(=O)N(CCN2C(=O)OC(C)(C)C2(C)O)C1(C)O (stereo not given)	?
CCCCNC(=O)CN1C(=O)/C(=C\c2ccc(Cl)cc2)Sc2ccccc21	i
Nc1ncnc(Nc2ccc(Cl)cc2C(=O)c2ccccc2)c1[N+](=O)[O-]	i
Cc1ccnc(NC(=O)C2CCCN(S(=O)(=O)c3cnc[nH]3)C2)c1 (stereo not given)	i
CCOC(=O)c1c(C)n(CC)c2ccc(OC(=O)c3ccc(C)cc3)cc12	i
O=C(c1ccc(-c2ccsc2)nc1)N1CCCC(c2ccccc2)CC1 (stereo not given)	?
CCCn1ncc(C(=O)N2CCC3(CCCN(Cc4cccc(C)c4)C3)C2)c1C (stereo not given)	i
CC1(C)CC[C@]2(C(=O)O[C@@H]3O[C@H](CO)[C@@H](O)[C@H](O)[C@H]3O)CC[C@]3(C)C(=CCC4[C@@]5(C)C[C@H](O)[C@H](O[C@@H]6OC[C@@H](O)[C@H](O)[C@H]6O)[C@@](C)(CO)C5CC[C@]43C)C2C1 (stereo not given in full)	i
O=C(Cn1cnc2c(oc3ccccc32)c1=O)NCc1ccc2c(c1)OCO2	i
CC(=O)Nc1ccc(N=Cc2cccc([N+](=O)[O-])c2O)cc1	i
CCN(CC)C(=O)c1ccc(O)c(OC)c1	i
Cc1ccc(-c2cc(O)c3c(c2)CN(C(=O)CN2CCOC2=O)CCO3)s1	i
COc1ccc2c(=O)c(Oc3ccccc3)c(C)oc2c1C	i
C#C[C@](O)(c1ccc(OC)c(OC)c1)c1ccc(OC)cc1OC	i
O=S(=O)(Cc1ccccc1)NCc1nc2cccnc2n1Cc1ccc(Cl)cc1	i
O=C(Nc1ccc(Br)cn1)c1ccc(F)cc1	i
COc1cccc(-c2nccn2CCSc2nccn2C)c1OC	i
COc1cccc(NC(=O)CSC2=NS(=O)(=O)c3ccccc32)c1	i
CS(=O)(=O)c1ncn(-c2ccccc2)n1	i
CN(C)c1ccc(CN2CCN(c3ccc([N+](=O)[O-])cc3)CC2)cc1	51%*
COC(=O)[C@@H]1C[C@H](NC(=O)c2csc(Cc3ccccc3)n2)CN1C	i
COc1ccc(C(=O)Nc2ccc(C)c(Cl)c2)cc1	i
O=C(CSc1nc2c(sc3ccccc32)c(=O)n1Cc1ccccc1)NCC1CCCO1 (stereo not given)	i
Cc1nc(CN(C)C(=O)c2ccc3cccc(Cl)c3n2)cs1	i
Cc1nnc(SCC(=O)NCC2(Cn3cccn3)CC2)s1	?
COc1ccccc1C1C(C(=O)OCCC(C)C)=C(C)Nc2nnnn21 (stereo not given)	i
OCc1cc(CO)c(O)c(CCc2ccccc2)n1	i
c1ccc(-c2nnc(N3CCOCC3)nc2-c2ccccc2)cc1	i
O=C(NC1CCCCCCC1)C1c2ccccc2C(=O)N1CCCN1CCOCC1 (stereo not given)	i
CC(=O)Nc1cccc(-c2cncc(C(=O)N3CCCCC3)n2)c1	i
COCCN1CCN(C(=O)C2CCC(=O)N(CCc3ccccn3)C2)CC1 (stereo not given)	i
Cc1cccc(C2NC(=O)c3c(sc4c3CCCC4)N2)c1O (stereo not given)	?
O=C1c2ccccc2C(=O)N1CCS(=O)(=O)N1CCC2(CCNCC2)C1	i
CCC(Sc1nc(C)cc(C)c1C#N)C(=O)Nc1cc(C)on1 (stereo not given)	?
CC(C)CC1=NN(C(=O)c2ccccc2Br)C(O)(C(F)(F)F)C1 (stereo not given)	i
Cc1oc2ccc(OC(=O)c3ccc(Cl)cc3)cc2c1C(=O)OC(C)C	i
CN(C)c1oc(-c2ccccc2)nc1S(=O)(=O)c1ccccc1	i
CC(NC(=O)C1CCN(C(=O)c2ccc(F)cc2)CC1)c1ccccc1 (stereo not given)	i
CCOc1ccc(C2C3=C(CCCC3=O)Nc3nc(SCc4ccccc4)[nH]c(=O)c32)cc1 (stereo not given)	i
COc1ccc(-c2nc3ccccc3o2)cc1NC(=O)C(C)C	i
CCCCc1nc2oc(C(=O)c3ccccc3)c(N)c2c2c1COC(C)(C)C2	?
CC(C)Cn1cc(C(=O)NC2CCCCCC2)c2c3ccccc3n(C)c2c1=O	i
CC(C)C[C@@H](NC(=O)[C@@H]1C[C@@H](NC(=O)c2cnccn2)CCN1C(=O)COCC(=O)O)C(N)=O	?
O=C(N[C@H]1CCN2C(=O)c3ccccc3NC(=O)[C@@H]2C1)C1CCCCC1	i
CCOc1ccc(CC(=O)Nc2cc(C)ccc2C)cc1OCC	i
CCOc1ccc(S(=O)(=O)N2CCSC2c2ccccc2Cl)cc1 (stereo not given)	i
CC(C)CCN(C)C1CCN(S(=O)(=O)c2cccc(Cl)c2)CC1	?
Cc1ccc(-n2c(CN3CCN(S(=O)(=O)c4cccc5nsnc45)CC3)nc3cccnc32)cc1	i
CCN(C/C=C/c1ccccc1)C(=O)c1ccc(C2CCCN2)s1 (stereo not given)	i
CC1=C(C(=O)Nc2ccccn2)C(c2cccc(Cl)c2Cl)C2=C(CC(C)(C)CC2=O)N1 (stereo not given)	i
Cc1ccc(C2=C/C(=C3/c4ccccc4-c4ncccc43)C(=O)O2)cc1C	?
Cc1cc(=O)oc(C)c1C(=O)NCC1CCCO1 (stereo not given)	i
COc1cc(/C=C/C(=O)O[C@@H]2C[C@@](O)(C(=O)O)C[C@@H](O)[C@@H]2O)ccc1O	?
NCCNCCSc1ccc(Cl)cc1	i
Cc1c(Cl)c([N+](=O)[O-])nn1CCCC(=O)Nc1sc2c(c1C#N)CCCC2	?
O=C(CSc1c[nH]c2ccccc12)Nc1ccccc1	i
Next part.
SMILES	ST2 IL33 inh
CN(C)c1ncc2c(n1)CCCC2NC(=O)CCc1cnn(C)c1 (stereo not given)	i
CCC(=O)NC(C)c1nc2ccccc2n1CC(C)C (stereo not given)	i
Cc1ccc(S(=O)(=O)N(CCC#N)CCC#N)cc1	i
COc1ccc(-c2cc(C(F)(F)F)nc(S[C@H]3C[C@H](O)[C@@H]4OC[C@H]3O4)n2)cc1OC	i
O=C(NC1CCCNC1)c1cc(COc2cccc(C(F)(F)F)c2)[nH]n1 (stereo not given)	i
Clc1nc(N2CCCCC2)nc(N2CCCCC2)n1	i
O=C(O)CNCc1c(Cl)cccc1Cl	i
CCS(=O)(=O)N1CCCC(C(=O)N2CCc3ccccc3C2)C1 (stereo not given)	i
O=C(c1cccc2nccnc12)N1CCCC2(C1)C(=O)Nc1ccccc12 (stereo not given)	?
